# Assay outcomes: PubChem BioAssay, several laboratories
# Measles CPE: protection of cells from measles virus; protection (pct of control), % at 4 µM; Measles virus-infected cells, CPE protection, absorbance; 1.5% of 140,000 active; in the data active = protection mostly above about 24%, no sharp cut-off; inactive = mostly below about 26%; note: some compounds called inactive have numbers as strong as hits
# GALR2 blocker: antagonists of human galanin receptor 2 (GALR2); O43603; GALR2-expressing cells, antagonist mode; inhibition, % at 4 µM; 0.39% of 140,000 active; AID 828; in the data active = inhibition above about 27%;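 note: cells stimulated with galanin 1-16 at roughly its EC80; 0% = agonist challenge control and 100% = basal control without agonist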
# Target sequence (O43603 whole entry, looked up): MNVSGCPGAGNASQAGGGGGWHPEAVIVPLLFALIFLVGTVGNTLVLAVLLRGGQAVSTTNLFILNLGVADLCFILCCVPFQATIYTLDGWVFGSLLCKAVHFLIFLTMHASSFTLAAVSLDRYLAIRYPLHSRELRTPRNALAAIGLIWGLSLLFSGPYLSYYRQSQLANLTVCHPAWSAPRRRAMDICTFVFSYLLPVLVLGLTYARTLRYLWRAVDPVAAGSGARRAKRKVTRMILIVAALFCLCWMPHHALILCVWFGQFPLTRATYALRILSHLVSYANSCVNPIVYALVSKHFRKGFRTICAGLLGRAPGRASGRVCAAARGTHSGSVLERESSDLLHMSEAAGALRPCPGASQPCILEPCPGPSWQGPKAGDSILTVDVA
# NPY Y2 blocker: antagonists of human neuropeptide Y receptor Y2. P49146. NPY-Y2 expressing cells, antagonist mode. inhibition, % at 2.7 µM. 0.99% of 140,000 active; in the data active = inhibition above about 17%;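 note: 0% = vehicle with agonist challenge and 100% = reference antagonist with challenge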
# Target sequence (P49146 whole entry, looked up): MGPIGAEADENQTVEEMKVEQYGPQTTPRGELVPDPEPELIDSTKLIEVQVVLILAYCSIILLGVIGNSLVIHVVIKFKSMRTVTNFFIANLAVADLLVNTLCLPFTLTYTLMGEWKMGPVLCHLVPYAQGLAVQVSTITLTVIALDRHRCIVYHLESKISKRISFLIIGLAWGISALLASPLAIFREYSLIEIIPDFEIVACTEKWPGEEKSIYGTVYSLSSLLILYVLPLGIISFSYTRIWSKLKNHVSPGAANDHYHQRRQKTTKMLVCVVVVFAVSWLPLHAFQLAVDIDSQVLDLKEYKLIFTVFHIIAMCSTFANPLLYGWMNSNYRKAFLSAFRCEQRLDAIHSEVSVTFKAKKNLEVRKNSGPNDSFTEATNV
# E-sel TNF inh: blocks E-selectin expression induced by TNF alpha | inhibition, % at 2 µM | 0.71% of 120,000 active | HUVEC TNFa-induced E-selectin immunofluorescence, high content;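 active = inhibition above the batch mean plus 3 SD, and confirmed as a hit on visual image review, cut at about 43% in these data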;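 note: 0% = TNF-stimulated DMSO wells and 100% = unstimulated control wells; not every result past the cut was called active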
# bCat KO growth: beta-catenin-lacking colon tumor cell growth suppression | HCT116 beta-catenin knockout viability, CellTiter-Glo, 60 h; hits give low values | AID 818 | viability, % at 10 µM | 1.5% of 140,000 active;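 active = viability at or under a set limit, the compound median less 4 SD, cut at about 6% in these data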;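 note: 0% = Hyamine 1622 control at 20 µM and 100% = untreated cell control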
# Phagocyt inh: macrophage phagocytosis inhibition. inhibition, % at 5 µM. 0.07% of 110,000 active. AID 1029. J774A.1 macrophage IgG-bead phagocytosis, imaging;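 active = inhibition above the mean of the plate negative controls plus 5 SD, cut at about 13% in these data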;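 note: phagocytic index as fraction of beads internalized from green versus red external bead signal; plate controls were DMSO negative control for no effect and cytochalasin-D positive control for full effect; some results beyond the cut were filed as inactive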
# Yeast growth inh: yeast BB579 growth reduction in restrictive medium; AID 804; inhibition, % at 10 µM; S. cerevisiae BB579 growth, OD615, 48 h; 0.51% of 140,000 active;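 active = inhibition above a set limit, 3 SD over the mean compound inhibition, cut at about 44% in these data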; note: inactives centre near -24
#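 Assay system – yeast BB579 (DeaD) · Dosing – single compound dose of 10 µM, 0.25% DMSO final · Detection – OD615 turbidity measurement · Buffer or medium – CSMM-D restrictive synthetic medium containing dextrose (glucose) · Benchmarks – positive control amphotericin B 10 µg/mL · Incubation – 48 h exposure, 30 °C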
# MRP-1 activ: activators of MRP-1; H69AR cells + doxorubicin, viability rescue, CellTiter-Glo; viability increase, % at 10 µM; 0.61% of 140,000 active; AID 799;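 active = viability gain under doxorubicin at or above a set limit, the compound median plus 3 SD, cut at about 4.7% in these data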;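 note: MRP-1 overexpressing cells given doxorubicin 25 µM after compound pretreatment; 18-22 h compound pretreatment then 72 h with doxorubicin before readout; 0% = doxorubicin-only wells and 100% = vehicle-treated cells without doxorubicin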
# HCT116 PTEN-null: suppresses growth of cells with PTEN deletion | HCT116 PTEN-null viability, CellTiter-Glo, 60 h; hits give low values | viability, % at 10 µM | 1.2% of 140,000 active | AID 827;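 active = viability at or below a set limit, 4 SD under the median of all tested compounds, cut at about 3.7% in these data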;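 note: PTEN knockout HCT116 line with beta catenin targeted HCT116 as companion control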
# Yeast lifespan up: extends the lifespan of yeast; S. cerevisiae growth with nicotinamide, OD615; deaD strain in restrictive glucose medium; 0.68% of 130,000 active; inhibition of the nicotinamide effect, % at 10 µM;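 active = inhibition above a set limit, placed 3 SD over the median of all compounds, cut at about 26% in these data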;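 note: 0% = nicotinamide-treated wells and 100% = cells grown without nicotinamide; some compounds called inactive have numbers as strong as hits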
#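 assay system = DeaD-strain S. cerevisiae | measured by = absorbance at 615 nm | probe or stimulus = nicotinamide 1.5 mM | buffer or medium = CSMM-D glucose medium, restrictive | times = 48 h at 30 °C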
# Numbers without * were called inactive; nt = not tested or not shown; & = joins results of further samples. Compounds as they come; about 6.2% have a hit in one of these screens.
SMILES,Measles CPE,GALR2 blocker,NPY Y2 blocker,E-sel TNF inh,bCat KO growth,Phagocyt inh,Yeast growth inh,MRP-1 activ,HCT116 PTEN-null,Yeast lifespan up
CC(=C\C(=O)O)/C(=C/c1ccccc1)C(=O)O,24.9*,6.7,2.6,-44.9,113.2,nt,-20.6,-0.3,102.8,9.7
COC(=O)c1onc(C(=O)c2ccccc2)c1C(=O)OC,22.7,-0.2,6.8,-15.9,81.3,-0.4,-30.5,0.1,85.9,-3.9
Cn1c(=N)c(S(=O)(=O)c2ccccc2)cc2c(=O)n3ccccc3nc21,19.8,-9.1,1.1,-9.3,90.3,0.2,-37.8,-3.9,98.3,-5.0
COc1ccc(C2C3=C(CC(C)(C)CC3=O)Nc3c2c(=O)[nH]c2nc(C)nn32)cc1 (stereo not given),15.7,-4.3,-0.1,-11.1,84.4,0.2,-0.7,-0.9,81.6,-9.9
CCCOc1cccc(C(=O)O)c1,8.5,2.0,1.5,-38.6,96.3,-1.9,15.6,-0.8,117.7,-2.9
COc1ccc(NC(=O)N(Cc2cccs2)Cc2cc3cc4c(cc3[nH]c2=O)OCO4)cc1,1.1,-7.4,0.9,nt,86.4,-1.6,-16.9,-0.2,78.3,-1.9
CCCCOc1ccc(C(=O)NN2CCN(C)CC2)cc1,24.4,-2.1,0.9,nt,87.1,-5.0,-35.6,0.5,101.8,7.0
c1ccc(-c2nc(N3CCN(c4ccccc4)CC3)nc(-n3ccnc3)n2)cc1,38.5*,0.0,2.8,-5.8,73.7,-0.1,-11.9,0.0,67.9,-2.1
Cc1cccc(C(=O)OCC(=O)Nc2sc3c(c2C#N)CCC3)c1,13.5,-0.2,13.2,nt,105.1,-8.4,-32.6,-0.9,95.8,0.4
Cc1ccccc1Nc1nnc(SCc2cc([N+](=O)[O-])cc3c2OCOC3)s1,5.9,3.7,2.6,nt,91.7,1.0,-58.8,3.1,85.0,-17.5
Cc1sc2c(=O)n3c(nc2c1C(=O)NC1CCCCC1)CCCCC3,10.4,-2.8,0.1,20.6,70.1,-4.7,-4.1,-3.2,71.8,6.1
O=C(CN1C(=O)COc2ccccc21)NCCC1=CCCCC1,15.2,4.9,3.3,8.0,89.3,-0.9,-37.8,-1.1,89.1,-14.4
COc1ccc(-n2nnnc2SCC(=O)NC(=O)Nc2ccc3c(c2)OCCO3)cc1,3.6,-12.4,11.8,1.3,95.1,-0.3,-26.4,0.5,104.6&93.0,-13.7
CC1(C)N([O-])C(c2cccs2)=C[N+]1=O,10.3,11.8,1.2,-1.0,96.1,1.0,-48.0,0.1,97.4,11.3
Cc1cc(=O)oc2cc(OCCCN3C(=O)c4ccccc4C3=O)ccc12,7.8,-9.0,-0.2,-100.1,89.3,-8.3,-37.2,-0.5,88.1,-3.3
CC(C)CNc1nc(=S)nc(N(C)C)[nH]1,9.1,-5.1,0.3,2.3,101.6,nt,-24.9,-0.5,113.5,-12.6
O=C1CN(C(=O)CSc2nnc(Nc3ccccc3)s2)c2ccccc2N1,12.8,0.3,2.0,nt,98.9,-9.0,-23.3,-2.5,91.8,3.9
COc1cc(-c2nnc(SCC(=O)N3c4ccccc4Sc4ccccc43)o2)cc(OC)c1OC,6.9,2.4,0.6,-10.6,65.4,nt,-20.6,0.6,62.9,nt
COc1ccccc1NC(=S)N1CCN(Cc2ccccc2)CC1,7.3,-6.3,-0.9,5.4,87.7,nt,6.1,-0.7,96.8,-1.0
CCCCSc1nc(C)c(CC(=O)O)c(=O)[nH]1,22.2,11.1,3.1,-10.2,93.7,-0.8,-19.1,0.1,95.1,-0.5

# Only Yeast lifespan up, E-sel TNF inh and MRP-1 activ (three entries from above):
SMILES	Yeast lifespan up	E-sel TNF inh	MRP-1 activ
CC(C)CNc1nc(=S)nc(N(C)C)[nH]1	-12.6	2.3	-0.5
O=C1CN(C(=O)CSc2nnc(Nc3ccccc3)s2)c2ccccc2N1	3.9	nt	-2.5
COc1cc(-c2nnc(SCC(=O)N3c4ccccc4Sc4ccccc43)o2)cc(OC)c1OC	nt	-10.6	0.6

# (continued)
SMILES,Measles CPE,GALR2 blocker,NPY Y2 blocker,E-sel TNF inh,bCat KO growth,Phagocyt inh,Yeast growth inh,MRP-1 activ,HCT116 PTEN-null,Yeast lifespan up
N#C/C(=C\c1c(Cl)cccc1Cl)c1nc2ccccc2o1,4.0,7.1,8.9,nt,83.8,-7.1,-12.8,-1.6,82.5,-2.7
CC(NC(=O)C(=O)NN=C1CCCCCCCCCCC1)c1ccccc1 (stereo not given),10.7,1.4,0.0,-27.4,97.0,-2.8,-6.8,0.0,103.5,-22.5
CC(C)C(C)NC(=O)COc1ncnc2ccccc12 (stereo not given),3.1,2.9,-3.2,nt,80.4,0.7,-29.3,-2.0,93.4,-9.8
Cc1cc(NC(=O)CCC(=O)N(Cc2cccs2)C(C(=O)NC2CCCC2)c2ccccc2)no1 (stereo not given),7.0,-2.0,2.3,-11.2,78.6,nt,-27.6,-3.1,71.8,nt
COC(=O)c1cnn2c(C(F)(F)F)cc(-c3ccco3)nc12,14.9,-8.9,3.2,-0.6,98.9,-1.5,1.8,-3.2,104.5,-20.9
O=C(NCCN1CCOCC1)C(=O)NCC1OCCN1C(=O)c1ccc(Cl)cc1 (stereo not given),4.8,5.3,1.9,6.0,105.4,nt,2.7,-1.8,97.8,-4.3
CCOCCCNC(=O)c1ccc(Br)cc1,7.7,-5.7,0.8,7.7,100.3,nt,46.9*,-2.7,87.2,-24.7
CCOC(=O)c1c(C(C#N)C#N)cc(C)nc1C,17.1,4.9,0.1,-7.7,100.7,-0.4,-81.5,-1.1,95.5,5.1
COc1ccc(/C=N/NC(=O)c2ccc(Br)o2)cc1Cn1cc([N+](=O)[O-])cn1,5.8,5.4,9.6,11.1,85.3,5.0,-60.5,-1.5,93.5,5.4
CCn1cc(Br)c(C(=O)N(C)Cc2ccccc2)n1,4.5,0.2,2.2,-5.2,90.5,-2.1,-52.5,-3.3,92.4,-10.4
CCCCSc1nc(C)cc(C)c1S(=O)(=O)c1ccccc1C,6.3,-13.7,10.9,-10.4,76.5,nt,-47.5,-3.3,72.4,-1.6
Cc1[nH]c2ccc(Br)cc2c(=O)c1CN1CCCCC1,18.2,-28.6,2.2,nt,94.5,-0.2,-11.8,-1.4,86.6,-11.4
COc1cc(C(=O)NCc2ccc(-c3nc4ccccc4o3)cc2)cc(OC)c1OC,7.8,-15.5,2.6,2.0,69.3,-0.9,-43.5,-6.6,61.9,-6.2
CC(C)CC(C(=O)NCC1CCCO1)N(C(=O)Cn1nnc(-c2ccc(F)cc2)n1)c1ccccc1F (stereo not given),2.1,-0.2,2.4,-8.5,78.9,nt,-41.6,0.9,76.1,-12.6
O=c1[nH]c(=O)n([C@H]2C[C@H](O)[C@@H](CO)O2)cc1F,58.9,-1.6,4.4,nt,45.0,nt,-27.8,-0.9,36.5,3.5
O=C(CCC(=O)N/N=C/c1ccc(Br)s1)NCc1ccccc1,17.4,-5.0,0.7,nt,98.8,0.3,-10.9,-2.3,95.0,0.3
O=C(COC(=O)C(Cc1ccccc1)NC(=O)c1ccccc1)c1ccccc1 (stereo not given),6.8,16.3,0.6,nt,91.7,-3.3,-40.4,-0.4,92.3,9.1
CC(=O)NCCC(Cc1ccccc1)c1ccco1 (stereo not given),8.2,-2.8,-0.1,-28.4,88.0,nt,-27.6,-3.3,90.5,-8.1
CCOc1cc(CNc2ccc(N3CCCC3)cc2)cc(Cl)c1OC,4.0,-10.2,0.7,-7.8,49.8,-2.5,-64.7,-4.7,63.0,13.7
CC(=O)c1cc2c(cc1NC(=O)CN1CCN(c3ccc(F)cc3)CC1)OCO2,4.8,3.2,3.0,-44.9,93.0,-1.4,-1.6,-4.6,94.5,-2.8
Cc1ccc(-n2nnnc2SCc2nnc(-c3ccccc3Br)o2)c(C)c1,11.1,15.2,15.6,-42.5,86.8,0.5,-28.2,-1.4,92.0,-6.2
CCOc1ccc(C(=O)Nc2ccncc2)cc1,4.6,-5.7,-0.9,-9.1,89.9,0.0,0.6,1.9,77.2,-23.4
Cc1nc2ccc(S(=O)(=O)NCC(=O)NCCN3CCCCC3C)cc2s1 (stereo not given),11.6,11.1,1.3,nt,96.3,0.4,-19.2,-0.9,104.6,-0.9
O=C(C1CC(c2ccc(F)cc2)=NO1)N1CCc2ccccc2C1 (stereo not given),7.9,3.1,6.9,-12.4,93.2,0.5,-8.0,-0.1,96.2,-6.4
CCOC(=O)N1CCC(n2c(SCC(=O)OCc3ccccc3)nc3ccsc3c2=O)CC1,27.1,7.1,5.4,-5.8,80.7,-0.2,-36.3,-0.3,79.8,-6.0
O=C(O)c1ccc(NC(=O)C2CCCCC2)cc1,4.8,-7.2,3.0,-0.1,94.6,-0.2,11.1,0.0,98.9,-12.4
CCOc1ccccc1-n1c(SCC(N)=O)nnc1-c1cccnc1,4.3,0.9,4.4,-7.6,75.3,-1.4,-10.4,-3.0,70.5,-26.2
CCOC(=O)N1CCN(C(c2ccc(C(C)C)cc2)c2sc3nc(C)nn3c2O)CC1 (stereo not given),5.5,-1.6,0.9,-22.1,78.1,0.2,31.9,1.0,82.8,-7.8
N#Cc1cccc(NC(=O)CCn2ccnc2)c1,26.9,-4.1,0.9,23.2,99.4,1.0,-25.7,-1.8,98.5,-3.1
COc1ccccc1NC(=S)N(CCCN1CCOCC1)Cc1ccccn1,11.1,3.8,1.8,32.9,96.0,-5.5,-3.1,-1.6,95.8,-0.2
Cc1cnn(CCC(=O)NNC(=S)Nc2ccc(F)cc2)c1,4.4,-7.6,2.5,-9.8,101.5,nt,-12.9,-2.5,94.6,-12.0
CC1CCN(c2nc(-c3ccco3)c3c(c2C#N)CC(C)(C)OC3)CC1,1.3,-2.5,0.1,-28.8,80.7,-0.2,-34.9,-4.2,88.5,-2.9
CCc1nnc(NC(=O)CSc2nnc(-c3ccco3)n2C)s1,10.1,16.9,-0.2,-11.2,100.8,-0.4,-23.2,0.2,105.2,-8.5
COCC(=O)NC1CCN(C(=O)Nc2ccc(Br)cc2)CC1,5.0,13.5,0.5,nt,95.0,-0.5,-22.3,0.4,92.2,-10.2
CC(Sc1ncnc2ccccc12)C(=O)Nc1ccc2c(c1)OCO2 (stereo not given),11.4,21.5,6.7,nt,66.8,nt,-48.1,-4.6,71.4,-21.9
